Screens: PubChem, several laboratories
IDE act: boosts human insulin-degrading enzyme activity in HEK cells; activation, % at 5.96 µM; AID 493087; FAbeta-B cleavage, fluorescence polarization; 0% vehicle, 100% cell-free pure enzyme wells; actives 0.073% (n = 340,000); P14735;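 active = activation above the mean of all tested compounds plus 3 SD, set per screening campaign, cut at about 17% in these data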
pCIP destab: p/CIP protein destabilization; Q05BA5; F442A p/CIP-EGFP cells, EGFP fluorescence, 16 h; decrease of EGFP signal, % at 10 µM; actives 0.01% (n = 290,000);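 active = EGFP signal decrease of at least 30% at 10 µM or well 3 SD below plate mean, unless failing retest; inactive = the rest, including hits failing retest or dose response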; note: some compounds called inactive have numbers as strong as hits; many of its hits are not listed in these tables
VIM-2 inh: inhibitors of Pseudomonas aeruginosa VIM-2 metallo-beta-lactamase; inhibition, % at 5.6 µM; purified VIM-2, nitrocefin hydrolysis, epi-absorbance fluorescence; actives 0.89% (n = 290,000); AID 1527;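 active = inhibition above the mean of all tested compounds plus 3 SD, cutoff set per screening run, cut at about 7.5% in these data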;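 note: red hydrolysis product quenches plate fluorescence so inhibitors raise well fluorescence; 0% = enzyme with DMSO and 100% = DMSO without enzyme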
IMP-1 inhibitor: blocks Pseudomonas aeruginosa IMP-1 metallo-beta-lactamase. purified IMP-1, nitrocefin hydrolysis, epi-absorbance fluorescence. inhibition, % at 5.6 µM. actives 0.45% (n = 290,000);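 active = inhibition above the mean plus 3 SD of all compounds in the same screening run, cut at about 4.5% in these data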;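 note: 0% = IMP-1 with DMSO and 100% = DMSO wells lacking enzyme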
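assay system = purified recombinant IMP-1 metallo-beta-lactamase enzyme | schedule = 15 min preincubation plus 25 min reaction at 25 °C | signal = Epi-absorbance fluorescence, 480 nm excitation, 530 nm emission | read-out basis = percent inhibition from optical density relative to buffer-blank wells | controls = IMP-1 with DMSO as 0%, enzyme-free DMSO as 100%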
IDE inh: inhibitors of human insulin-degrading enzyme in cells | HEK cells, FAbetaB cleavage, fluorescence polarization | inhibition, % at 5.59 µM | actives 0.41% (n = 320,000) | P14735;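 active = percent inhibition above the average of all tested compounds plus 3 SD, set per screening campaign, cut at about 16% in these data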;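 note: IDE supplied by intact live HEK cells; FP after avidin binding of uncleaved biotin substrate so inhibition keeps polarization high; 0% = DMSO wells and 100% = 60 µM reference IDE inhibitor Ii1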
GPR7 antag: blocks human GPR7 receptor signaling. inhibition, % at 4.4 µM. GPR7-expressing cells, fluorescence antagonist assay. P48145. AID 1861. actives 1.1% (n = 290,000); in the data active = inhibition above about 16%, passing the limit was not always enough;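 note: cells stimulated with the agonist NPW; 0% = agonist with vehicle and 100% = vehicle without agonist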
Target sequence (P48145 whole entry, looked up): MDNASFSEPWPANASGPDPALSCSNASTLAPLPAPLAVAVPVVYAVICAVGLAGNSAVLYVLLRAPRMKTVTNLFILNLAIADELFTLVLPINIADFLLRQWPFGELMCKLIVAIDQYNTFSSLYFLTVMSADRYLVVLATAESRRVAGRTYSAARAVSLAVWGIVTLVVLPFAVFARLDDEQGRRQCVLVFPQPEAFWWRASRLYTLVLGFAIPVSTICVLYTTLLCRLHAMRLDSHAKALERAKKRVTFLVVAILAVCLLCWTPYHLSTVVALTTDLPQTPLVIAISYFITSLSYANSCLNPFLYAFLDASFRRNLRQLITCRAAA
PHOSPHO1 block: PHOSPHO1 (human) inhibition | recombinant PHOSPHO1, absorbance phosphatase assay | inhibition, % at 13.3 µM | actives 1.1% (n = 290,000); in the data active = inhibition above about 60%
Target sequence (Q8TCT1 whole entry, looked up): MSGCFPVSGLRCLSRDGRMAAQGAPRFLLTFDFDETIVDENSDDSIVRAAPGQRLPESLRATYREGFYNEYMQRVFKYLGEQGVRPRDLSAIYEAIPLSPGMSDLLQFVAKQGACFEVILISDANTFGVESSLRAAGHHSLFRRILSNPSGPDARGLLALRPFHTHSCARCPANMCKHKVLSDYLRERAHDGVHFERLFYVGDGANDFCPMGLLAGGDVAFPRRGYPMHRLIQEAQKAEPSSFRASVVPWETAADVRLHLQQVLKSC
PfM18AAP inh: blocks P. falciparum M18 aspartyl aminopeptidase; recombinant PfM18AAP, H-Glu-NHMec fluorogenic cleavage; inhibition, % at 7.35 µM; actives 1.2% (n = 290,000);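 active = inhibition above the campaign mean inhibition over all tested compounds plus 3 SD, cut at about 28% in these data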;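 note: 0% = plate median of test compound wells and 100% = 2 mM ZnCl2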
NALP1 yeast inh: NALP1 inhibition; S. cerevisiae NALP1/ASC/caspase-1 growth, X-gal OD620, 72 h; inhibition, % at 10 µM; actives 0.61% (n = 280,000); AID 2071; in the data active = inhibition mostly above about 24%, no sharp cut-off; inactive = mostly below about 32%; note: some compounds called inactive have numbers as strong as hits
Numbers without * were called inactive; nt = not tested or not shown. Hits appear at their usual frequency, and some 5.3% of all compounds hit somewhere here.

SMILES	IDE act	pCIP destab	VIM-2 inh	IMP-1 inhibitor	IDE inh	GPR7 antag	PHOSPHO1 block	PfM18AAP inh	NALP1 yeast inh
Nc1c([N+](=O)[O-])cnnc1-c1ccccc1	3	-15	1.0	-4.0	3	-10	-1	4	31
Cc1ccc(-c2ccc(SCC(=O)NCC3CCCO3)nn2)cc1 (centres undefined)	2	1	-4.0	-1.7	-4	-5	-23	-4	7
COc1ccc(/C=N/NC(=O)C(=O)Nc2ccccn2)cc1OC	7	0	-4.3	-5.8	-2	-3	4	3	5
c1cnn(-c2nc(N3CCOCC3)nc(N3CCOCC3)n2)c1	6	11	-1.9	-2.8	2	-13	5	-3	11
O=C(NCCCO)/C(=C/c1ccco1)NC(=O)c1ccc(Br)o1	-1	-10	0.7	-0.8	4	-7	-8	-11	23
c1ccc(OCc2nc3c4c(ncn3n2)-c2ccccc2CC42CCCC2)cc1	2	5	-4.5	-2.9	5	-4	1	2	20
COc1ccnc2c1c(=O)n(Cc1c(F)cccc1Cl)c(=O)n2C	1	3	-2.4	-4.2	2	-13	24	3	0
CON/C=C(\C=Nc1ccc(F)cc1)c1ncc(C(F)(F)F)cc1Cl	1	-9	-6.2	-1.7	-11	-7	-22	-3	36
COc1cc2c(cc1C=O)OC(C)C2 (centres undefined)	4	-5	-0.8	-2.2	5	-8	23	-4	2
CC(C)Oc1ccc(C(=O)NC2CCN(Cc3ccccc3)CC2)cc1	7	1	-0.7	-2.2	-1	-6	50	-15	8
O=C(NC(=O)c1c(F)cccc1F)Nc1ccccc1SC(F)F	0	-13	-1.2	-2.5	2	-17	42	15	6
CCc1nnc(NC(=O)C2CCN(c3nc(C)cc(C)n3)CC2)s1	2	-5	-1.1	-0.8	7	-7	2	-1	-2
O=C(NC1CC1)c1c[nH]c2ccc(S(=O)(=O)Nc3cccc(C(F)(F)F)c3)cc2c1=O	3	9	-4.3	-1.1	-3	2	0	-7	-7
O=C(NCCC1=CCCCC1)C1CCN(S(=O)(=O)c2cnc[nH]2)CC1	0	-4	-2.5	-2.8	6	-7	14	3	9
CNC(=O)COc1ncnc2sccc12	1	-3	-1.6	-2.9	nt	6	-7	-1	2
COc1ccc(N2CC(O)=C(c3nc4ccccc4s3)C2=N)cc1	-6	-6	-4.3	-2.5	1	-5	-66	0	2
COc1ccc(N2C(=O)CC(N3CCN(c4ccccc4OC)CC3)C2=O)cc1 (centres undefined)	-3	-2	-1.3	-1.8	0	-11	51	4	15
CC(C)C(=O)NC(c1ccco1)c1c(O)ccc2ccccc12 (centres undefined)	3	-6	-1.1	-3.2	0	-2	25	-31	-4
O=C(CCSCCC(=O)NCc1ccco1)NCc1ccco1	nt	-11	-0.8	-1.8	3	-10	-26	-2	28
CCC(OC(=O)c1cccs1)C(=O)NCc1ccc(C)cc1 (centres undefined)	-1	-22	-1.4	-2.7	5	5	10	-3	-5
COc1ccccc1NC(=O)N1CCN(c2ccccc2F)CC1	-3	-5	-0.4	-3.4	-1	3	6	-1	6
O=C(O)c1ccccc1Nc1ccc2nonc2c1[N+](=O)[O-]	-6	-5	0.9	-3.1	nt	0	1	7	12
CCc1cc2c(=O)n(-c3ccccc3)c(SCC(=O)O)nc2s1	7	-10	2.1	0.3	6	-3	23	-6	29
Cc1cc(C)c(C)c(OCC(=O)NCc2nc(-c3ccccc3)no2)c1	5	-14	-1.9	-3.5	1	-18	2	2	-2
CCn1c(Cc2ccccc2)nnc1SCC(=O)Nc1ccc(N)cc1	2	-15	0.8	-1.8	0	-1	26	-2	-6
CC(=O)N/C(=C/c1ccccc1)C(=O)NCCO	9	-14	-2.4	-1.6	-6	-8	35	-9	7
CCc1ccc(NC(=O)C2CCCN2S(=O)(=O)c2ccc3c(c2)n(C)c(=O)c(=O)n3C)cc1 (centres undefined)	3	-5	0.3	-1.2	4	-10	16	-11	10
N=c1c2c(-c3ccccc3)c(-c3ccccc3)n(Cc3ccco3)c2ncn1CCCN1CCOCC1	-1	-9	-1.3	-0.9	11	-2	25	1	9
CC(/C=N/NC(=O)c1cc(-c2ccccc2)nc2ccccc12)=C\c1ccco1	2	6	-2.7	-1.5	-1	-2	-7	7	20
Cc1ccccc1N1C(=O)c2ccccc2C1O (centres undefined)	2	-1	1.2	0.9	-1	2	29	0	20
Cc1cccc(-c2nnc(NC(=O)c3cccs3)s2)c1	0	-7	-1.6	-1.2	-1	-7	-9	-5	31
COC(=O)C1CCN(C(=O)COC(=O)c2ccc(OC)c(S(=O)(=O)N3CCCc4ccccc43)c2)CC1	-1	-3	1.8	-1.0	-2	14	28	-17	-4
O=C(CNCc1ccccc1)NC1C2CC3CC(C2)CC1C3 (centres undefined)	-1	0	-1.6	-5.0	-2	-5	25	14	-6
Cc1cccc(-c2nc3c(c(SCC(=O)N4CCOCC4)n2)CCCC3)c1	6	-13	2.7	-1.4	1	0	1	5	8
O=C(O)c1cnc(-c2ccccc2)nc1Oc1ccc(Cl)cc1	6	-5	-1.6	-2.4	2	-2	32	3	-8
COc1ccc2c(c1)NC1(O)c3ccccc3C(=O)C21O (centres undefined)	1	-20	-1.5	-3.0	-6	-10	9	3	9
COc1ccc(-c2nn(-c3ccccc3)cc2/C=C/C(=O)N2CCOCC2)cc1OC	4	11	-1.1	-0.9	-1	-17	36	-3	0
O=[N+]([O-])c1ccc(S(=O)(=O)c2ccccc2)nc1	-1	-17	-2.8	-2.2	6	32	2	-300	21
COc1ccc(Br)cc1-c1noc(-c2ccncc2)n1	4	4	-7.5	-4.0	4	-7	-10	-1	-1
O=[N+]([O-])c1ccc2nc(SCc3cn4ccccc4n3)[nH]c2c1	3	0	-2.0	-2.5	4	-2	-24	5	31
COc1ccc(N2CC(O)=C(c3nc(-c4ccc(Cl)cc4)cs3)C2=N)cc1	6	-5	-0.4	-1.8	5	-7	4	-4	-1
CCO[C@H]1OC(C(=O)NC2CC2)=C[C@@H](C)[C@@H]1CCCO	8	-10	-3.5	-3.3	-4	-19	39	2	1
C[C@H](NC(=O)OC(C)(C)C)c1nnc(SCC(=O)Nc2ccc(Br)cc2)o1	3	-16	-3.4	-4.3	5	-12	18	-7	-6
CS(=O)(=O)Nc1ccc(-c2ccc(/C=C3\SC(N)=NC3=O)o2)cc1	-11	-20	8.8*	-0.3	7	-2	36	20	35
Cc1ccccc1SCC(=O)NC1CCOC1=O (centres undefined)	5	13	-2.3	-1.7	4	-3	-4	2	4

The last 4 records of the part before lead into the next.
SMILES	IDE act	pCIP destab	VIM-2 inh	IMP-1 inhibitor	IDE inh	GPR7 antag	PHOSPHO1 block	PfM18AAP inh	NALP1 yeast inh
CCO[C@H]1OC(C(=O)NC2CC2)=C[C@@H](C)[C@@H]1CCCO	8	-10	-3.5	-3.3	-4	-19	39	2	1
C[C@H](NC(=O)OC(C)(C)C)c1nnc(SCC(=O)Nc2ccc(Br)cc2)o1	3	-16	-3.4	-4.3	5	-12	18	-7	-6
CS(=O)(=O)Nc1ccc(-c2ccc(/C=C3\SC(N)=NC3=O)o2)cc1	-11	-20	8.8*	-0.3	7	-2	36	20	35
Cc1ccccc1SCC(=O)NC1CCOC1=O (centres undefined)	5	13	-2.3	-1.7	4	-3	-4	2	4
Cc1cccc(-n2c(C)cc(/C=N/O)c2C)c1	-1	-1	-5.3	-3.6	8	-15	-9	5	32
Cc1cccc(C)c1NC(=O)CSc1nc(N2CCOCC2)nc(N2CCOCC2)n1	2	-1	-2.0	-1.4	-2	-12	18	-13	10
O=C(CN1CCN(Cc2ccccc2)CC1)Nc1cccc(S(=O)(=O)N2CCCCCC2)c1	8	2	0.6	-1.0	1	6	-29	-2	18
[N-]=[N+]=NC1c2ccccc2C(=O)N1Cc1ccccc1 (centres undefined)	2	4	-2.1	-2.4	3	-10	3	4	5
CCCC(C)C(=O)Nc1ccc(C(N)=O)cc1 (centres undefined)	0	6	0.6	-0.1	4	5	0	-5	nt
O=C(CN1CCCCC1)NNC(=O)c1ccc([N+](=O)[O-])cc1	7	-2	-1.4	-2.7	-1	-16	18	-3	14
CC(C)NC(=O)c1ccccc1NS(=O)(=O)c1ccc(Br)s1	4	0	-2.8	-0.2	nt	-9	nt	4	21
C=CCn1cc(C(=O)OC)c(=O)c2cc(S(=O)(=O)N3CCCCCC3)ccc21	-3	3	1.0	-0.6	-5	-7	9	-10	-13
CCOC(=O)[C@H]1[C@H]2COc3cc(OC)ccc3[C@@H]2N2C(=O)N(c3cccc(Cl)c3)C(=O)[C@@]12C	3	-14	-2.7	-0.9	-3	-2	4	3	9
O=C1CC(=O)C(n2cncn2)C(c2ccc(Cl)cc2Cl)C1 (centres undefined)	3	4	-3.5	-3.1	7	-5	11	18	29
C=CCNC(=S)Nc1sc2c(c1C(=O)OCC)CCN(C(=O)OCC)C2	3	-27	-2.6	-3.9	1	-2	2	3	21
COc1ccc(CCCC(=O)N/N=C/c2cccc(OC)c2O)cc1C	5	-12	-3.2	-4.2	-1	-6	-12	1	9
Nc1nnc(SCc2c(F)cccc2Cl)s1	9	3	-2.9	-1.9	2	-14	25	-2	6
COc1cccc(CCC(=O)N(C)C2CCCN(Cc3ccccc3F)C2)c1 (centres undefined)	0	8	-0.7	-1.5	3	-8	-8	3	18
Cc1c(NS(=O)(=O)c2ccc(N(C)C3CCCCC3)c([N+](=O)[O-])c2)c(=O)n(-c2ccccc2)n1C	1	3	-4.1	-4.3	3	-6	-1	2	0
Cc1ccc(N(CC(=O)NC2CCCCC2)C(=O)CCCC(=O)Nc2ccccn2)cc1	0	-6	-1.4	-3.7	1	-9	52	4	-5
COC(=O)c1cc(NC(=O)CC2Oc3ccccc3NC2=O)cc(C(=O)OC)c1 (centres undefined)	3	-3	-2.1	-2.2	1	-11	16	-1	-11
COc1cccc2sc(N(CCCN(C)C)C(=O)CCS(=O)(=O)c3ccccc3)nc12	6	4	-4.6	-2.4	6	8	26	-8	14
CCOC(=O)c1c(NC(=O)CSc2nc3c(c(=O)n(C)c(=O)n3C)n2C(C)C)sc(C)c1C	9	4	-2.3	1.3	1	-3	21	-5	-2
CCC1CCc2c(sc(NC(=O)c3ccco3)c2C(N)=O)C1 (centres undefined)	2	-4	-1.3	-1.0	1	-15	-14	0	3
COc1ccc2c(CC(=O)N3CCc4cc(OC)c(OC)cc4C3)coc2c1	1	2	-1.5	-2.6	7	21*	6	4	7
CCc1nc(SCC(=O)Nc2ccc(N(C)C)cc2)c2ccccc2n1	0	4	0.2	-2.7	6	-8	32	8	nt
O=C(O)CN1C(=O)/C(=C/c2ccc(SCc3ccccc3)o2)SC1=S	-12	-11	4.5	4.7*	nt	10	56	8	1
Cc1ccc(NC(=O)CCC(=O)N/N=C/c2ccc(O)cc2O)cc1	4	-2	-2.8	-3.6	4	-6	28	11	-18
COc1cc(OC)c(OC)cc1/C=N/n1c(C)nc2ccccc2c1=O	-4	-8	-1.1	-2.6	2	-19	40	5	-4
COc1ccc(NC(=S)N(CCCN2CCOCC2)C(C)c2cc3cccc(OC)c3o2)cc1 (centres undefined)	12	-19	-0.5	-1.3	-7	-19	2	-1	15
CSc1nc2ccc(NC(=O)NC(=O)c3c(F)cccc3F)cc2s1	2	-12	-3.3	-0.5	7	19*	16	-9	8
O=C(O)CCC(=O)Nc1ccc(Br)cc1C(=O)c1ccc(Cl)cc1	5	11	-3.6	-3.1	1	-9	12	-3	-20
